Bioassay records (PubChem)
PglD inh = PglD (C. jejuni) enzyme inhibition; 360,000 tested, 0.098% active; purified PglD enzyme, DTNB colorimetric CoA detection; inhibition, % at 12.5 µM; AID 602405; in the data active = inhibition above about 16%, passing the limit was not always enough; also: strong numbers were not always called active
PAX8 reporter = inhibitors of PAX8 transcriptional activity in RMG-I cells. RMG-I TPO-luciferase reporter, SteadyGlo, 24 h. inhibition, % at 12.6 µM. 360,000 tested, 1.2% active;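 active = mean replicate inhibition at least 60% with every replicate also reaching 60%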;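 also: luciferase light reporting Pax8 driven TPO promoter activity; plate controls were median of neutral control wells for no effect and mitoxantrone controls for full effect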
LGR2 inh = inhibitors of bursicon-induced Drosophila LGR2 receptor cAMP signaling. HEK293 LGR2, CRE-luciferase, bursicon-stimulated, 4 h. inhibition, % at 9.99 µM. 380,000 tested, 0.35% active;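 active = drop in luminescence signal, shown as inhibition above about 50% in the replicate tests, limit read from the data, passing the limit was not always enough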;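 also: agonist challenge used bursicon conditioned medium at about half maximal strength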
ERAP1 HTS inh = inhibitors of human ERAP1 aminopeptidase; Q9NZ08; recombinant ERAP1, Leu-AMC fluorescence, 60 min; inhibition, % at 10.7 µM; 340,000 tested, 0.15% active; AID 652197;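 active = mean replicate inhibition of at least 30%, or all replicates individually reaching that 30% level; inactive = mean below 30% and not every replicate reaching it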;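 also: 0% = neutral control wells and 100% = L-leucinethiol positive control wells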
Target sequence (Q9NZ08 whole entry, looked up): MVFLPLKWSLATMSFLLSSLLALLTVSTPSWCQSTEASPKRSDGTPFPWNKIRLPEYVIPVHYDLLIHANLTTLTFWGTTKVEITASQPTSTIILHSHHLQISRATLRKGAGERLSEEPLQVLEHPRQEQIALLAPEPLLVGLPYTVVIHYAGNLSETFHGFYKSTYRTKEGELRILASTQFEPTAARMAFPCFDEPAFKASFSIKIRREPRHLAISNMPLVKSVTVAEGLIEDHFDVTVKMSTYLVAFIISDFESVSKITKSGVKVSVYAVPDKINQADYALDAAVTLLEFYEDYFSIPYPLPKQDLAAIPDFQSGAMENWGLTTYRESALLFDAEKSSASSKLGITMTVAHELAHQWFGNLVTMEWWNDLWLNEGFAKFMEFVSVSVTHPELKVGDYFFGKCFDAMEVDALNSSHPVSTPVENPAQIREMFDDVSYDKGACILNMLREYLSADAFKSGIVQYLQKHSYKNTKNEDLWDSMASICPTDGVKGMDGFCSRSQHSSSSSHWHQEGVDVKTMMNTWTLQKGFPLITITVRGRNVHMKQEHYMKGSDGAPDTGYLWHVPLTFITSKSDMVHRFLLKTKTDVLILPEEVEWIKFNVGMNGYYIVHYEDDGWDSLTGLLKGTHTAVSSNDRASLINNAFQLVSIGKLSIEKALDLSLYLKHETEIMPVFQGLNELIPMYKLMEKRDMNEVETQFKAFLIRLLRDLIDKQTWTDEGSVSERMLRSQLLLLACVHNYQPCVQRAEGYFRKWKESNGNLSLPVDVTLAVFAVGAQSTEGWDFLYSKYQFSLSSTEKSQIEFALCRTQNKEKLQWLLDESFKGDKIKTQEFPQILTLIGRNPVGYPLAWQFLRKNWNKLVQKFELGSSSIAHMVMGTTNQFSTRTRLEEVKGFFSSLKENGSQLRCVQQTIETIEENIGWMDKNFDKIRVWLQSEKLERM
EWS-Fli block = inhibitors of EWS/Fli oncoprotein transcriptional activity; A673 NR0B1-luciferase reporter, viability-normalised; inhibition, % at 12.6 µM; 350,000 tested, 0.67% active;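 active = mean inhibition of at least 50% after viability correction, with every replicate also passing that limit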;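 also: firefly luciferase signal divided by Alamar Blue viability fluorescence both relative to DMSO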
PGC1a acetyl inh = PGC1a acetylation modulation, inhibitor mode. U2OS PGC1a acetylation, AlphaScreen anti-acetyl-lysine; with virally co-expressed GCN5 acetyltransferase. inhibition, % at 15.6 µM. 350,000 tested, 0.17% active. AID 651687;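 active = every replicate shows inhibition of at least 40%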;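 also: 0% = neutral control wells and 100% = positive control wells; some results beyond the cut were filed as inactive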
FN deposit inh = fibronectin deposition inhibition; 350,000 tested, 0.086% active; inhibition, % at 12.6 µM; AH1F fibroblasts, Alexa488-fibronectin deposition fluorescence, overnight;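 active = mean inhibition across replicates of 30% or more, regardless of how many single replicates reach that level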;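 also: positive control wells lacked labelled fibronectin entirely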
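Assay system: AH1F fibroblasts / Quantity: 10000 cells per well / Medium: DMEM plus 2% serum, read in PBS / Reagent: labelled fibronectin 24 nM / Dosing: single dose, pinned / Times: 1 h cell attachment, overnight exposure to compound and label / Signal: fluorescence, ex 485 nm, em 525 nm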
S100A4 inh HTS = blocks human S100A4 binding to myosin IIA peptide | S100A4/TAMRA-MyoIIA peptide fluorescence polarization | 360,000 tested, 0.14% active | inhibition, % at 10.7 µM | P26447;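 active = mean inhibition of at least 70% across replicates, with every replicate also reaching that level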
Target sequence (P26447 whole entry, looked up): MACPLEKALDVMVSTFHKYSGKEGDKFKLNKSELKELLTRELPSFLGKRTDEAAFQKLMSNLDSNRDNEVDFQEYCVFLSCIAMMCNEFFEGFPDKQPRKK
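Test system: S100A4 monomer protein. Medium: HEPES buffer with Ca2+, pH 7.2. Reagent: fluorescent myosin IIA peptide, 5 nM. Compound dosing: single-point compound testing. Timing: 5 min between mix addition and reading. Benchmarks: DMSO neutral and TFP positive wells.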
Numbers without * were called inactive; . = not tested or not shown.

SMILES | PglD inh | PAX8 reporter | LGR2 inh | ERAP1 HTS inh | EWS-Fli block | PGC1a acetyl inh | FN deposit inh | S100A4 inh HTS
CNC[C@@H]1Oc2c(NC(=O)Nc3cccc4ccccc34)cccc2C(=O)N([C@@H](C)CO)C[C@H]1C | 6.7 | 10.5 | 13.5 | 0.7 | 8.8 | -0.2 | 1.6 | -14.2
CCCC#Cc1ccc([C@@H]2[C@@H](CO)N3CCCCN(S(=O)(=O)c4ccccc4F)C[C@H]23)cc1 | -5.8 | 14.2 | 16.8 | . | -8.3 | 4.9 | . | .
CCc1ccc(OCC(=O)NNC(=O)c2cc3ccccc3o2)cc1 | -7.2 | -6.0 | 18.6 | -1.0 | -4.4 | 4.1 | 1.9 | -2.0
Brc1cccc(CN2CCN(c3ncccn3)CC2)c1 | -2.8 | 4.3 | -0.1 | -0.5 | 4.3 | 9.6 | -2.2 | 0.4
C[C@@H]1CN([C@@H](C)CO)C(=O)c2cc(NC(=O)Nc3ccc(C(F)(F)F)cc3)ccc2O[C@H]1CN(C)S(=O)(=O)c1ccc(F)cc1 | 4.0 | -12.3 | 14.1 | -1.9 | 4.2 | 2.5 | . | -12.9
COCCNC(=S)N1CCc2cc(OC)c(OC)cc2C1COc1ccc(C(C)C)cc1 (centres undefined) | -0.3 | 15.1 | 10.8 | -1.1 | -0.8 | -3.2 | -5.9 | -2.8
O=C(COC(=O)/C=C/c1ccccc1Cl)NC(=O)NC1CCCC1 | 4.6 | 6.1 | 0.4 | 0.9 | -1.4 | 6.7 | -1.9 | -2.4
COc1cc(OC)cc(C(=O)N[C@H](C(=O)NCc2ccc(F)cc2)C(C)C)c1 | 2.2 | 23.1 | -1.1 | 4.1 | -6.8 | -22.1 | -14.8 | 2.3
O=C1C2C=C(I)[C@H](C[C@@H]2OCCCCCCO)[C@@]12CO2 | 3.7 | 1.2 | . | 1.3 | 1.0 | 2.5 | . | -0.3
O=C(CNC(=O)N1CC(=O)Nc2ccccc21)NCCCc1ccccc1 | -3.6 | -12.8 | -4.1 | -0.9 | -1.2 | . | 2.8 | -19.4
CCN(CC)S(=O)(=O)c1ccc(N2CCOCC2)c(NC(=O)c2cnccn2)c1 | -3.4 | 24.8 | -20.6 | . | . | 5.2 | . | .
COCCNC(=O)c1ccc2c3n(nc2c1)-c1ccc(Cl)cc1CO3 | -4.0 | -208.3 | -67.9 | 4.2 | -177.3 | . | -6.7 | 7.5
CC(=O)Nc1c(C(=O)C2CC2)oc2ccccc12 | -8.5 | . | -22.6 | -6.6 | 3.6 | 15.8 | . | -4.7
C[C@@H]1CN([C@H](C)CO)C(=O)c2cc(C3=CCCC3)cnc2O[C@@H]1CN(C)C(=O)C1CCCCC1 | 4.3 | -16.2 | 6.4 | 1.9 | -9.7 | 0.8 | . | -8.3
CCC(C)(C)NC(=O)C(c1ccc(OC)cc1)N(Cc1ccc(OC)cc1)C(=O)CCC(=O)Nc1cc(C)on1 (centres undefined) | -4.5 | -11.2 | 8.5 | 8.0 | -5.6 | 0.5 | -20.4 | -2.7
O=C(Nc1cccc(F)c1)N1C[C@H]2[C@@H](c3ccccc31)[C@H](CO)N2C(=O)c1cccnc1 | -2.6 | -8.9 | -23.6 | -3.7 | 1.8 | 4.3 | 2.9 | 6.3
C[C@@H](O)C#Cc1cnc2c(c1)C(=O)N([C@@H](C)CO)C[C@H](C)[C@@H](CN(C)C(=O)Nc1ccc(C(F)(F)F)cc1)O2 | -2.7 | 6.8 | 0.6 | . | -9.3 | -1.6 | -3.2 | 5.8
COc1ccc2c3c([nH]c2c1)[C@H](CO)N(C(C)=O)CC31CN(C(C)=O)C1 | . | . | -8.5 | 3.0 | 9.5 | -0.7 | . | 2.1
Cc1coc2c(C)c3oc(=O)c(CCC(=O)N4C[C@H]5C[C@@H](C4)c4cccc(=O)n4C5)c(C)c3cc12 | 13.6 | . | 5.4 | 1.4 | 5.1 | 17.4 | . | -8.9
CCOc1cc(/C=N/NC(=O)c2c(-c3ccccc3)noc2C)ccc1O | 1.3 | -9.5 | 19.7 | 1.3 | 11.6 | . | -0.6 | 4.4
CCCCCCCCN1C(=O)[C@H](CC(=O)NCc2ccccc2)C[C@@]2(C(=O)OC)CCCCC=C12 | . | 12.9 | -2.2 | 1.4 | 9.5 | . | -0.8 | 0.6
C[C@@H]1CN([C@@H](C)CO)C(=O)c2cc(NC(=O)C3CC3)ccc2O[C@@H]1CN(C)C | 1.4 | -3.3 | -14.4 | -0.7 | . | 4.3 | -28.4 | -6.7
O=c1c2ccccc2c(C=Nc2cccc(S(=O)(=O)NCc3ccco3)c2)c(O)n1-c1ccc(Cl)cn1 | -5.4 | 30.8 | 6.6 | . | . | -26.9 | 1.7 | .
Cn1c(Cc2ccccc2)nnc1SCC(=O)N1CCCCC1 | 3.5 | 5.5 | . | . | . | -15.0 | -0.6 | .

Record cards, as listed above. Order of screens: PglD inh, PAX8 reporter, LGR2 inh, ERAP1 HTS inh, EWS-Fli block, PGC1a acetyl inh, FN deposit inh, S100A4 inh HTS
`Brc1cccc(CN2CCN(c3ncccn3)CC2)c1` in the list: -2.8, 4.3, -0.1, -0.5, 4.3, 9.6, -2.2, 0.4
`C[C@@H]1CN([C@H](C)CO)C(=O)c2cc(C3=CCCC3)cnc2O[C@@H]1CN(C)C(=O)C1CCCCC1` in the list: 4.3, -16.2, 6.4, 1.9, -9.7, 0.8, ., -8.3
`CNC[C@@H]1Oc2c(NC(=O)Nc3cccc4ccccc34)cccc2C(=O)N([C@@H](C)CO)C[C@H]1C` in the list: 6.7, 10.5, 13.5, 0.7, 8.8, -0.2, 1.6, -14.2

Next part.
SMILES | PglD inh | PAX8 reporter | LGR2 inh | ERAP1 HTS inh | EWS-Fli block | PGC1a acetyl inh | FN deposit inh | S100A4 inh HTS
CSc1ccccc1C(=O)N1CCC(CCC(=O)NC2CC2)CC1 | -1.2 | 4.6 | 11.7 | 2.4 | . | -9.5 | -5.7 | -1.5
CN(C)CC(=O)N1[C@H](CO)[C@H](c2ccccc2)C12CN(CCC(F)(F)F)C2 | . | -5.2 | -5.6 | 1.1 | -2.4 | -1.9 | -23.5 | -1.4
COc1ccccc1C(=O)Nc1ccc2c(c1)OC[C@H](C)N(CC1CC1)C[C@@H](C)[C@@H](OC)CN(C)C2=O | . | . | -2.3 | . | -4.1 | -16.7 | 2.6 | .
CN(C)C(=O)c1ccc(-c2ccc([C@@H]3[C@H]4CN(C(=O)C5CCCC5)CC(=O)N4[C@H]3CO)cc2)cc1 | . | 2.1 | -10.4 | -0.6 | 7.5 | -13.1 | -0.3 | 0.8
O=C(COC(=O)c1cc(S(=O)(=O)N2CCOCC2)c(Cl)cc1Cl)NCc1ccco1 | . | . | 4.8 | -0.2 | 11.0 | 2.6 | -0.8 | -6.7
Cc1noc(C)c1NC(=O)Nc1ccc2c(c1)C(=O)N([C@H](C)CO)C[C@@H](C)[C@@H](CN(C)C)OCCCC[C@@H](C)O2 | 3.5 | -18.9 | 6.7 | 2.7 | -12.2 | 15.0 | . | -1.2
Nc1nc(COC(=O)C2CCN(C(=O)c3ccc(Cl)cc3)CC2)nc(Nc2ccccc2)n1 | 1.8 | -5.9 | -4.9 | 0.1 | -12.3 | 7.8 | 7.3 | -8.3
O=C(c1cccs1)N1CCCC(N2CCN(c3cccc(C(F)(F)F)c3)CC2)C1 (centres undefined) | 1.2 | . | 3.8 | -3.0 | 10.0 | 4.3 | 0.1 | -5.4
O=[N+]([O-])c1ccccc1CNC1CCCc2ccccc21 (centres undefined) | 3.5 | 15.2 | -0.9 | 3.0 | -3.6 | . | 5.3 | 6.0
Cc1cc(C)cc(NC(=S)NN)c1 | 1.6 | -25.1 | -0.5 | -0.3 | 4.7 | . | -12.1 | -5.6
O=C(Nc1cccc(S(=O)(=O)NC2=NCCC2)c1)c1ccc(OC(F)F)cc1 | -2.0 | 6.7 | -7.1 | 5.3 | -2.6 | -3.9 | -0.6 | -4.1
NC(=O)C1(N2CCCCC2)CCN(C(=O)c2cc(COc3c(F)cccc3F)on2)CC1 | -1.9 | -2.2 | 0.4 | -0.7 | 13.5 | -5.2 | -3.3 | -5.3
CCOc1ccc(CNC(=O)c2cccc(NC(=O)C3=C(C)OCCS3)c2)cc1 | 0.3 | 3.6 | -1.0 | 2.4 | . | . | 10.5 | -9.9
O=C1NC[C@@H](CCCCN2C[C@H](Cc3ccccc3)N(CCC3CCCCC3)C(=O)C2=O)N(CCc2ccc(O)cc2)C1=O | . | 15.6 | 11.5 | -1.7 | -2.7 | . | 12.3 | 18.3
CCCNC(=O)Nc1ccc2c(c1)C(=O)N(C)C[C@@H](OC)[C@H](C)CN(Cc1ccccc1)[C@@H](C)CO2 | . | . | 1.4 | . | -2.2 | -45.6 | -17.1 | .
CCCCN(C(=O)c1cccc(-n2cccc2)c1)c1c(N)n(Cc2ccccc2)c(=O)[nH]c1=O | -3.9 | 10.2 | 3.2 | -0.6 | -2.9 | -1.2 | -5.3 | -7.2
O=C(CCS(=O)(=O)c1ccccc1)Nc1ccc(N2CCN(Cc3ccccc3)CC2)cc1 | 1.5 | -8.8 | -8.9 | -0.3 | -3.5 | -13.3 | 1.0 | -1.2
COc1ccccc1CN1CC(C(=O)NCCc2cn[nH]c2)CCC1=O (centres undefined) | -5.3 | . | 5.0 | -7.7 | -0.1 | . | 3.7 | 1.1
N#C/C(=C\c1c(F)cccc1Cl)c1nn(-c2ccccc2)c(-n2cccc2)c1C#N | -0.1 | 25.7 | 21.2 | 3.7 | 15.7 | -5.5 | -8.8 | -4.2
Cc1cccc(CN2CCC(C(N)=O)CC2)c1 | 2.6 | . | 17.4 | 1.0 | 8.8 | -0.1 | . | 9.0
CCCNC(=O)Nc1ccc2c(c1)C(=O)N(C)[C@@H]1CC[C@@H](CC(=O)NC3CCC3)O[C@H]1CO2 | 7.0 | -3.6 | -2.8 | . | -10.4 | 5.3 | 10.1 | .
COc1ccc(NC(=O)c2cc(=O)c3ccccc3o2)cc1Cl | 0.4 | 35.4 | -0.2 | 2.3 | 8.9 | 32.5 | 3.0 | -1.1
CCCCC(CCC(=O)O)(C(=O)OCC)c1csc(Nc2ccc(C)cc2)n1 (centres undefined) | . | 13.9 | -18.9 | 1.0 | 2.7 | 1.3 | 2.9 | -2.4
COc1ccc(C(=O)NCC(c2ccco2)N2CCc3ccccc3C2)c(OC)c1 (centres undefined) | 1.3 | -1.1 | 14.9 | -3.8 | -4.2 | . | 7.4 | -22.5
CCC1(c2ccc(Cl)cc2)NC(=S)N(c2ccccc2)N1 (centres undefined) | -1.4 | 30.2 | -17.9 | -2.5 | -17.9 | -0.4 | -4.8 | -5.2
COc1ccc(N(CC(=O)N/N=C/c2cccs2)S(=O)(=O)c2ccc(OC)c(OC)c2)cc1 | 0.7 | . | 10.4 | 8.8 | -4.8 | -14.1 | . | 2.3
Cc1cccc(CCNC(=O)CCNC(=O)Cn2ccc3ccccc3c2=O)c1 | 4.1 | 8.5 | 9.8 | . | . | 5.5 | 10.5 | .
CCOC(=O)CC(=O)CSc1nc(-c2cccnc2)ccc1C#N | -3.2 | . | 14.6 | -0.9 | -29.5 | 7.2 | . | 10.0
CCc1ccc(C(C)NC(=O)COC(=O)c2ccc(-n3cnnn3)cc2)cc1 (centres undefined) | 3.1 | -5.9 | -3.8 | -0.7 | 10.1 | 1.0 | -5.4 | -1.1
COc1ccc(Br)cc1S(=O)(=O)NCCCN1CCOCC1 | . | 6.1 | 1.7 | . | 4.4 | . | 2.2 | -3.4
CC(C)CC1C(=O)N(Cc2cn(CC3CCCCC3)nn2)CCS(=O)(=O)N1Cc1ccc(-c2ccc(Cl)c(Cl)c2)cc1 (centres undefined) | -6.7 | -3.3 | -12.6 | 23.2 | -5.3 | . | -4.4 | 0.5
